# HKDC1 inhibitor: blocks human hexokinase HKDC1 activity; inhibition, % at 20 µM; Q2TB90; hit rate 0.16% among 340,000; recombinant HKDC1, G6PDH/diaphorase resazurin coupled fluorescence;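 active = inhibition above about 35% when tested at 20 µM, limit read from the data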;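 note: plate controls were DMSO wells with enzyme for no effect and DMSO wells lacking enzyme for full effect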
#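 Test system: recombinant HKDC1 (HK5) hexokinase enzyme, produced in-house; Amount: enzyme 5 µg/mL final; Buffer or medium: Tris pH 8.0 buffer with MgCl2, Tween-20, BSA, BME; Reagent: glucose and ATP substrates; Doses: 20 µM test compound, 1% DMSO; Incubation: 90 min reaction incubation at room temperature, dark; Detection: resorufin fluorescence at 613 nm.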
# UBC13 inh: blocks human UBC13 polyubiquitin chain formation | P61088 | TR-FRET | inhibition, % at 20 µM | hit rate 0.47% among 330,000; in the data active = inhibition above about 45%, passing the limit was not always enough
# SENP8 block-1: SENP8 (human) protease inhibition | recombinant SENP8, Nedd8 substrate fluorescence | inhibition, % at 20 µM | hit rate 0.64% among 360,000 | AID 602440; in the data active = inhibition mostly above about 40%, no sharp cut-off; inactive = mostly below about 27%
# Target sequence (Q96LD8 whole entry, looked up): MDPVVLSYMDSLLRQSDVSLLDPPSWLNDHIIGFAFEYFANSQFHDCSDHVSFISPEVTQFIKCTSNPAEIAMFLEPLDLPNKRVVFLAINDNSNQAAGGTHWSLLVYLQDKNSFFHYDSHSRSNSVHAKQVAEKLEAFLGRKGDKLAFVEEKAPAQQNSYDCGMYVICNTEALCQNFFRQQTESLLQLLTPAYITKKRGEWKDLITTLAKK
# SENP6 inh: inhibitors of human SENP6 protease. Q9GZR1. Recombinant SENP6 catalytic domain, aminoluciferin luminescence. inhibition, % at 10 µM. hit rate 1.8% among 330,000;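 active = inhibition above about 50% at the single tested dose, limit read from the data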;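 note: plate controls were DMSO wells with enzyme for no effect and DMSO wells lacking enzyme for full effect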
# Target sequence (Q9GZR1 628-1112 limits assumed): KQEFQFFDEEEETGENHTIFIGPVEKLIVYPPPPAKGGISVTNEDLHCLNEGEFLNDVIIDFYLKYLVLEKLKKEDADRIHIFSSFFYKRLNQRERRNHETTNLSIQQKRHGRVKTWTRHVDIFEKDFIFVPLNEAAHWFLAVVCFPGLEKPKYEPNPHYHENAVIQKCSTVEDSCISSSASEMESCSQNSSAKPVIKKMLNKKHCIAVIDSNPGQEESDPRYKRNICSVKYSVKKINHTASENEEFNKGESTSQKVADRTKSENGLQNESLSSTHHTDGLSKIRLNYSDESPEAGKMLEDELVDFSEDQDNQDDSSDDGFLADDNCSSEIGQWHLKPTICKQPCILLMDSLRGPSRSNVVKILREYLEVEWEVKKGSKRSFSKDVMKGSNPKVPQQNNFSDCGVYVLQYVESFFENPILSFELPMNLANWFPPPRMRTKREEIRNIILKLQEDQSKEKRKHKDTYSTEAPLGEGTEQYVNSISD
# SENP1 inh: inhibitors of human SENP1 SUMO protease catalytic domain. Q9P0U3. recombinant SENP1 catalytic domain, CyPet-SUMO1-YPet FRET cleavage. inhibition, % at 10 µM. hit rate 0.21% among 360,000;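 active = inhibition at least 30% at 10 µM, raw YFP signal under a set limit, fluorescence ratio 0.5 to 1.5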;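 note: 0% = enzyme with DMSO and 100% = no enzyme wells; some results filed as inactive read as strong as hits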
#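 material = recombinant human SENP1 catalytic domain, His6-tagged | quantity = 20 pM enzyme | reagent = 25 nM SUMO1 FRET substrate | compound dosing = 10 µM single point, 0.5% DMSO | timing = 50 min enzyme reaction, room temperature, light-protected | detection = FRET, CFP and YFP emission | control set = no-enzyme low, enzyme-DMSO high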
# SENP8 block-2: inhibitors of human SENP8 protease | Q96LD8 | purified SENP8, Z-RLRGG-aminoluciferin cleavage, luminescence | inhibition, % at 10 µM | hit rate 1.2% among 330,000 | AID 2540; in the data active = inhibition above about 50%
# PfGluPho inh: PfG6PD (Plasmodium falciparum) enzyme inhibition | PfGluPho enzyme, NADPH resazurin-diaphorase fluorescence | inhibition, % at 20 µM | hit rate 0.78% among 350,000 | AID 504690;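 active = inhibition reaching at least a set limit at 20 µM in the primary screen, cut at about 59% in these data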;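 note: 0% = DMSO wells with substrate and 100% = DMSO wells lacking glucose-6-phosphate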
# beta cell repl: induces beta-cell replication in MIN6 cells; proliferation, % at 10 µM; MIN6 cells proliferation, ATPlite luminescence, 48 h; cells starved in 0.2% serum; 100% = growth in 10% serum; hit rate 0.29% among 330,000;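 active = compounds whose signal lies at least 3.5 SD above the mean of all wells on their plate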;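 note: 0% = DMSO-treated cells in low-serum medium and 100% = 10% serum control; some compounds called inactive have numbers as strong as hits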
# SENP7 inh: blocks the human protease SENP7; AID 434973; hit rate 1.5% among 330,000; inhibition, % at 5 µM; Q9BQF6; recombinant SENP7, Z-RLRGG-aminoluciferin luminescence, 40 min;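 active = inhibition above about 50% at the single test dose, limit read from the data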;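 note: plate controls were DMSO with enzyme for no effect and no enzyme buffer wells for full effect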
# Target sequence (Q9BQF6 706-1050 limits assumed): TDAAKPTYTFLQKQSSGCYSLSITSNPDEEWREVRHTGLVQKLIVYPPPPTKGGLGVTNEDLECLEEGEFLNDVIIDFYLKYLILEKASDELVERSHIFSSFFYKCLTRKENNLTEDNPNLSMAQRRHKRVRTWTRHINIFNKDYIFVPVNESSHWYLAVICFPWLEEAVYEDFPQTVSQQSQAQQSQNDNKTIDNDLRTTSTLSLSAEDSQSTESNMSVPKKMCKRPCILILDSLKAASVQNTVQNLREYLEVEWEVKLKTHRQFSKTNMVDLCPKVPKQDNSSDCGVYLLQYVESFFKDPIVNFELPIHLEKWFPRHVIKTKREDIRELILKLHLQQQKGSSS
# * hit, by the source's call; x = not tested or not shown. No enrichment for hits; overall some 4% were active at least once.
molecule,HKDC1 inhibitor,UBC13 inh,SENP8 block-1,SENP6 inh,SENP1 inh,SENP8 block-2,PfGluPho inh,beta cell repl,SENP7 inh
CCOC(=O)N1CCC(NC(=O)CCc2c(C)nc3ncnn3c2C)CC1,3,5,4,8,2,-5,-18,-3,0
Cc1cccc(-c2oc3ccccc3c2-c2ccc3c(c2)OCO3)c1,-2,x,-460,x,4,x,12,x,x
COc1cc(CC(=O)Nc2ccccc2N2CCOCC2)cc(OC)c1OC,-12,3,15,11,0,-4,3,-1,-5
CC(NC(=O)Cc1cccs1)c1ccccc1 (stereo not given),-9,-11,4,7,0,-6,6,-1,-7
Cc1cc(C)cc(N(CCC#N)C(=O)COC(=O)C2=COCCO2)c1,-3,-3,2,-9,0,-13,-5,1,0
Cc1ccc(NC(=O)C(CC(C)C)NC(=O)C2CCC(C)CC2)nc1 (stereo not given),-6,3,-7,2,0,7,1,1,7
O=C(Cc1cccs1)N1CCN(c2nc(-c3ccc(Cl)cc3)cs2)CC1,9,-4,10,9,-2,5,27,-5,-1
COc1ccc(-c2nnc(-c3ccc(OCC(C)C)cc3)o2)cc1,3,2,-253,7,1,3,-20,-4,5
CC1(c2ccccc2)NC(=O)N(CC#N)C1=O (stereo not given),-3,4,17,15,0,6,1,0,-2
Cc1ccc(CNC(=O)CN(c2cccc([N+](=O)[O-])c2)S(C)(=O)=O)cc1,-6,-6,-2,-14,1,5,-11,-2,0
O=C(NC(=S)Nc1ccc2c(c1)OCCO2)c1ccccc1,-8,-8,12,76*,0,49,1,-2,25
Cc1cccc(C)c1NC(=O)CCCSc1nnc(-c2ccco2)o1,-6,-6,8,-13,0,-5,4,-1,-4
CN(C(=O)CSc1nc2ccccc2s1)c1c(N)n(Cc2ccccc2)c(=O)[nH]c1=O,-9,-2,-3,8,0,4,13,-4,7
Cc1c(C(=O)NC2CCN(Cc3ccccc3)C2)oc2ccc(Br)cc12 (stereo not given),3,11,20,-16,0,-3,22,-4,-4
N#C/C(=C\c1cc2ccccc2nc1N1CCOCC1)C(=O)Nc1ccc(N2CCOCC2)cc1,4,-21,8,-20,4,-10,-6,0,-11
c1ccc(-n2ncc3c(N4CCCC4)ncnc32)cc1,-2,-9,25,4,2,-17,7,-5,-10
COc1cccc(NC(=O)C2CCCN2S(=O)(=O)c2ccc3c(c2)n(C)c(=O)c(=O)n3C)c1 (stereo not given),1,1,-10,-2,2,-5,5,-4,-6
Cc1ccc(C)c(NC(=O)C2CCCN(c3cnccn3)C2)c1 (stereo not given),-8,-11,-439,8,4,0,-6,-1,3
Oc1c(Cl)cc(Cl)cc1CNc1nccs1,2,0,12,5,8,1,7,1,2
Cc1c(C#N)c(=O)c(-[n+]2ccccc2)c([S-])n1-c1ccc(Cl)cc1,12,-4,24,-3,-6,-2,17,-3,10
O=C(O)c1ccccc1SCc1nc2ccccn2c1Br,-5,-1,3,0,-28,-4,-14,0,4
COC(=O)C1CCN(c2cc(=O)n(-c3ccccc3Cl)c(=O)[nH]2)CC1,-8,5,4,16,-3,0,-1,0,8
O=C(O)Cc1c(C(=O)O)nnn1-c1ccc(Cl)cc1Cl,-4,-5,13,-11,-1,-9,-8,-3,-8
O=C(NCc1ccc(F)cc1)c1cccnc1,-3,-2,12,-6,0,-4,3,-2,-4
COc1ccc([N+](=O)[O-])cc1NC(=O)C(C)OC(=O)c1ccccc1C(=O)c1ccc(Cl)cc1 (stereo not given),1,-4,24,4,0,2,20,-3,3
C=CCOc1cccc(C2/C(=C(/O)c3ccc4c(c3)CC(C)O4)C(=O)C(=O)N2CCN2CCOCC2)c1 (stereo not given),-4,-13,-29,-2,-2,-1,-28,3,9
Cc1ccc(NS(=O)(=O)c2ccc(OCC(=O)NCc3ccncc3)cc2)cc1,-11,-6,12,-22,0,-8,23,1,10
COc1ccc(N2C(=O)CC(n3c(CCCCO)nc4ccccc43)C2=O)cc1 (stereo not given),1,2,11,-20,1,1,-12,1,-8
CC(C)CC(NC(=O)c1ccccc1NC(=O)c1ccccc1)C(=O)O (stereo not given),-1,-2,14,5,0,0,-24,-2,2
O=C(NCCc1ccccc1)C(=O)NCC1OCCN1S(=O)(=O)c1cc(F)ccc1F (stereo not given),-5,-9,12,-12,-3,-6,-15,2,-3
O=C1CSC(c2ccc(F)cc2)N1c1c(F)cccc1F (stereo not given),-6,1,26,5,1,-1,4,-5,0
CCC1(C(=O)O)NC(c2cc(OC)ccc2O)C2C(=O)N(Cc3ccccc3)C(=O)C21 (stereo not given),-5,4,1,-12,0,2,6,1,2
COc1ccc(C(=O)NCC(=O)OCC(=O)NC2CCCCCC2)cc1OC,-3,-10,15,-7,2,-11,9,3,-10
O=Cc1ccc(C(=O)OCC(=O)Nc2ccc(F)cc2F)cc1,1,0,6,2,3,4,12,0,-11
S=c1[nH]nc(Cc2ccccc2)n1-c1cccc2ccccc12,-6,9,22,3,2,-4,45,2,8
Cc1cc(C)nc(Nc2nc3ccccc3[nH]2)n1,-6,1,2,-16,-2,1,40,0,3
C=CCn1c(COc2cccc3cccnc23)nnc1SCC(=O)O,-1,1,-25,-3,-4,4,-3,-3,1
CCOC(=O)C1=C(C)NC(=O)NC1c1ccc(Br)s1 (stereo not given),-3,6,24,-18,-1,-3,20,1,13
COc1ccc(C(=O)/C=C/c2ccccc2OC)c(OC(=O)c2ccc([N+](=O)[O-])cc2)c1,10,-13,24,39,1,30,21,-2,31
Cc1oc(-c2ccc(Cl)cc2)nc1CN1CCCC(C(=O)N2CCOCC2)C1 (stereo not given),-3,-7,0,1,-7,12,22,-2,-6
O=C(CN1C(=O)C(c2ccc(F)cc2)=NC12CCCC2)Nc1ccc(F)cc1,-1,6,2,4,1,3,-6,-5,-5
O=[N+]([O-])c1ccccc1S(=O)(=O)Nc1ccc(-c2ccc3nncn3n2)cc1,13,-2,0,-18,2,-2,-20,1,-4
COc1ccccc1Nc1nc(NCCO)c2ccccc2n1,x,-9,x,-2,x,-13,x,1,-1
COc1ccc(NC(=O)CCCOc2ccc(Cl)c(C)c2)cc1S(=O)(=O)N1CCOCC1,4,14,9,-9,2,2,1,-1,-10
CN(C)CCNC(=O)c1cc2cc(Br)ccc2oc1=O,-6,-5,-1,1,-10,-5,5,1,-3
COc1ccc(Cc2nnc(NC(=O)c3ccc(OC)cc3OC)s2)cc1,4,1,12,-28,2,-8,-17,-2,-12
CCCn1c(=O)c2ccccc2n2c(SCCOc3ccccc3F)nnc12,2,17,6,-12,0,0,15,4,1
CC(C)c1cccc(C(C)C)c1NC(=O)COC(=O)C1=COCCO1,-6,-12,2,-8,2,2,-2,-1,-2
CC1(C)Cc2c(c(N3CCOCC3)nc3sc4c(N5CCOCC5)nnnc4c23)CS1,x,-1,x,7,x,8,x,-2,5
CS/C(=C\[N+](=O)[O-])Nc1ccc(C)cc1,-2,-4,15,4,5,5,4,-1,8
CCOC(=O)c1ccc(NS(=O)(=O)c2cc(-c3nnnn3C(C)C)ccc2OC)cc1,7,-4,22,-6,1,-3,-14,-2,-5
CN(C)C(CNS(=O)(=O)c1ccc2ccccc2c1)c1ccccc1 (stereo not given),3,0,9,-3,-1,1,0,-2,-3
O=C(Nc1ccc(Cl)cc1)c1cccc(NC2=NC3CS(=O)(=O)CC3S2)c1 (stereo not given),-6,5,9,4,1,5,-6,-2,-3
Cc1c(NC(=O)C(C)OC(=O)CCOc2ccccc2)c(=O)n(-c2ccccc2)n1C (stereo not given),0,1,0,-7,4,-7,-8,4,-6
O=C(Nc1nc(N2C(=O)c3ccccc3C2=O)n(-c2ccccc2)n1)c1ccccc1,-16,8,16,5,3,0,-18,-1,5
O=C(CCc1nnc(-c2ccc(-c3ccccc3)cc2)o1)N1CCCCC1,-1,-5,0,0,1,-14,3,-4,-6

# Pulled by compound from above:
molecule,HKDC1 inhibitor,UBC13 inh,SENP8 block-1,SENP6 inh,SENP1 inh,SENP8 block-2,PfGluPho inh,beta cell repl,SENP7 inh
O=C(Nc1nc(N2C(=O)c3ccccc3C2=O)n(-c2ccccc2)n1)c1ccccc1,-16,8,16,5,3,0,-18,-1,5
CS/C(=C\[N+](=O)[O-])Nc1ccc(C)cc1,-2,-4,15,4,5,5,4,-1,8
Cc1c(NC(=O)C(C)OC(=O)CCOc2ccccc2)c(=O)n(-c2ccccc2)n1C (stereo not given),0,1,0,-7,4,-7,-8,4,-6

# (listing goes on)
molecule,HKDC1 inhibitor,UBC13 inh,SENP8 block-1,SENP6 inh,SENP1 inh,SENP8 block-2,PfGluPho inh,beta cell repl,SENP7 inh
CCOc1ccc(-c2nnn(CC(=O)N3CCN(c4ccc(OC)cc4)CC3)n2)cc1OCC,-3,-7,8,8,2,2,-15,-1,9
CCC(=O)N1C(C(=O)NCc2ccc(OC)cc2)CSC1c1ccc(OC)cc1 (stereo not given),-5,-38,11,-6,-3,-2,-1,-7,-2
S=c1[nH]nc2sc3ccccc3n12,-6,x,-13,x,-2,x,37,x,x
OCC[C@@H]1C[C@H](O)[C@@H](O)[C@@]2(Cc3ccccc3CO2)O1,-4,-17,14,-8,-1,-11,-1,4,12
Cc1ccc(C(=O)Nc2cccnc2Cl)cc1Cl,-2,6,13,25,2,4,-12,3,3
O=C1CC(N2CCN(C/C=C/c3ccccc3)CC2)C(=O)N1CCc1ccccc1 (stereo not given),-7,1,6,-20,3,11,-4,-1,-5
Cc1cc(C)cc(OCC(O)CN2C(=O)NC(C)(C)C2=O)c1 (stereo not given),-1,-2,8,-14,0,-10,-38,-1,8
Cc1ccc2c(CN3CCN(S(=O)(=O)c4ccc(Cl)cc4)CC3)cc(=O)oc2c1C,0,0,2,-4,0,-14,-17,-3,1
COC(=O)C1(C)NC(c2ccc(OC)cc2)C2C(=O)N(c3ccccc3)C(=O)C21 (stereo not given),-5,8,8,-12,1,0,3,-2,8
CC(=O)N1CCN(c2ccc([N+](=O)[O-])cc2)CC1,16,-20,19,9,0,-5,-6,0,3
CCCNC(=O)CSc1nnc(-c2ccccc2Br)n1-c1cccc(C(F)(F)F)c1,-3,-1,10,-3,1,-4,48,-3,54*
COc1ccc(S(=O)(=O)N2CCC(C(=O)Oc3cccc(C)c3)CC2)cc1OC,3,3,17,-5,-1,0,-5,1,0
c1ccc(Nc2nc3ccccc3n3cnnc23)cc1,-1,1,-81,1,-3,-4,4,9,3
Cc1cc(NC(=O)CSc2ncnc3ccccc23)no1,-4,8,0,-2,1,-1,-16,2,2
CCCNC(=O)C1CC(c2ccc(C(F)(F)F)cc2)=NO1 (stereo not given),-7,0,20,4,0,-8,10,-5,0
O=C(NC1CCN(Cc2ccccc2)CC1)C1CCN(S(=O)(=O)c2ccccc2)CC1,-7,4,6,0,-3,3,11,-1,0
O=C1C(=O)N(Cc2cccnc2)C(c2cccc(Br)c2)/C1=C(/O)c1ccc2c(c1)OCO2 (stereo not given),-3,-34,14,-2,0,1,-6,-5,6
O=C(N/N=C/c1cccc(OC(=O)c2cccc(Br)c2)c1)c1ccncc1,-1,-4,9,-33,0,-11,24,-1,-4
